From PubChem BioAssay
APP 5UTR inh: APP translation inhibition | SH-SY5Y APP 5'UTR-luciferase reporter, luminescence | hit rate 0.82% among 190,000 | AID 1285 | inhibition, % at 2 µM;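 active = inhibition above a set limit, derived from the sample mean plus 3 SD, cut at about 45% in these data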; also: values of inactives mirror those of a sister screen read the other way
TLR4 MyD88 comp: inhibitors of human TLR4-MyD88 binding | O00206+Q99836 | inhibition, % at 8.4 µM | AID 861 | hit rate 0.18% among 200,000 | HeLa CL3-4 TLR4/MyD88 BLA complementation, FRET ratio; in the data active = inhibition above about 25%;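 also: 0% = vehicle and 100% = reference inhibitor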
Target sequence (O00206 whole entry, looked up): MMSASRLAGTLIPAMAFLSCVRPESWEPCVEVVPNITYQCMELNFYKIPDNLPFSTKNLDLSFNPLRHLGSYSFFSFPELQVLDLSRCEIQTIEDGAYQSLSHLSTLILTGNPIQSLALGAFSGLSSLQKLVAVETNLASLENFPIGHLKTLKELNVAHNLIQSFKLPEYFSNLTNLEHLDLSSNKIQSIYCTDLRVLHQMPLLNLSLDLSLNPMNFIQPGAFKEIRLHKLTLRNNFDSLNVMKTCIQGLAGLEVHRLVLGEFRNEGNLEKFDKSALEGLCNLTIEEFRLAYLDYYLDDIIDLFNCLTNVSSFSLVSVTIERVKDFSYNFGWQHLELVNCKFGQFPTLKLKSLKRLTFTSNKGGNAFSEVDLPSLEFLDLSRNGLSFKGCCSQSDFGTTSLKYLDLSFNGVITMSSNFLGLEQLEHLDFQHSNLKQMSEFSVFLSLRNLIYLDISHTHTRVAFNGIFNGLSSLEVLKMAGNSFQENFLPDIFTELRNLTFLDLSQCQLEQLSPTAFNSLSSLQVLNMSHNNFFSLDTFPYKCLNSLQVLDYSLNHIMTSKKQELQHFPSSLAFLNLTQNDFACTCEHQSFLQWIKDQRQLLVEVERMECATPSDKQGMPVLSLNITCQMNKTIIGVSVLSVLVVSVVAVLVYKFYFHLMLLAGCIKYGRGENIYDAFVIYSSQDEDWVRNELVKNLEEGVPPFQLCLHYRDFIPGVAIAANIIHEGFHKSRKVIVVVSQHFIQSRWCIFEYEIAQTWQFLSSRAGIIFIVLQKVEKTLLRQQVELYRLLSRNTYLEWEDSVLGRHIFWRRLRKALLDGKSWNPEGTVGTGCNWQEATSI
Target sequence (Q99836 whole entry, looked up): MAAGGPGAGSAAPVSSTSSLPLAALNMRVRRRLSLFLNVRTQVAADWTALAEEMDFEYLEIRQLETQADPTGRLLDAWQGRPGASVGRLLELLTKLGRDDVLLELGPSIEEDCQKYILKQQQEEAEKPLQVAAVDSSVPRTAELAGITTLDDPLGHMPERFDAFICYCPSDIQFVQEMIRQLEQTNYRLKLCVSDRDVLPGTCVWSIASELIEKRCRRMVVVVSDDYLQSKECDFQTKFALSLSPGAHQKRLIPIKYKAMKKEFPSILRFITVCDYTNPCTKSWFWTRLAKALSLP
Hsp70 act: transcriptional activators of Hsp70; HeLa Hsp70 promoter luciferase reporter, luminescence; scaled: vehicle 0, proteasome-inhibitor control 100%; activation, % at 10 µM; hit rate 0.04% among 200,000;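 active = activation above the mean across all tested compounds plus 3 SD, cutoff set per campaign, cut at about 5.5% in these data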;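 also: 100% = MG132 at 30 µM as the positive control and 0% = DMSO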
STAT3 inh: inhibitors of IL-6 induced STAT3 signaling. U3A cells, IL-6 STAT3-luciferase reporter, luminescence; host cell line lacks STAT1. inhibition, % at 5.5 µM. hit rate 0.89% among 190,000. AID 862;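 active = inhibition above the mean inhibition across all screened compounds plus 3 SD, cut at about 44% in these data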;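 also: 0% = DMSO only wells and 100% = 100 µM nifuroxazide control wells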
STAT1 activator: increases IFN-gamma driven STAT1 reporter signal | NIH 3T3 STAT1-luciferase reporter, luminescence; 100% = IFN-gamma alone, no compound | activation (% of control), % at 5.5 µM | hit rate 2.6% among 200,000;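 active = activation above the screen-wide mean activation plus 3 SD, cut at about 130% in these data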;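 also: raw ratio to IFN-gamma control signal so 100% means no change and 0% no light; values of inactives mirror those of a sister screen read the other way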
STAT3 act: activators of IL-6 induced STAT3 signaling | U3A cells, IL-6 STAT3-luciferase reporter, luminescence; 100% = signal with IL-6 EC80 alone | activation (% of control), % at 5.6 µM | hit rate 0.91% among 190,000 | AID 871;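 active = activation above the screen-wide mean of compound activation plus 3 SD, cut at about 130% in these data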;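 also: 0% = background luminescence of wells with medium and substrate only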
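Material: human U3A cells carrying STAT3-luciferase construct. Measured by: reporter luminescence signal. Timing: compound 1 h, then IL-6 6 h at 37 °C.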
Diaph inh CS: counter-screen for diaphorase-based assays: diaphorase inhibitors and chemical oxidizers | diaphorase resazurin-to-resorufin fluorescence, NADH, 16 min; bacterial (C. kluyveri) enzyme, not human | hit rate 0.69% among 190,000 | inhibition, % at 20 µM | AID 1217;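 active = primary screen inhibition at 20 µM above a set limit, cut at about 50% in these data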;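 also: plate controls were DMSO with full reaction for no effect and wells lacking NADH for full effect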
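Benchmarks: positive control wells lacking NADH, neutral wells with DMSO only. System: bacterial diaphorase enzyme (C. kluyveri). Input: 0.14 U/mL diaphorase, enzyme working solution. Detection: resorufin fluorescence, excitation 544 nm, emission 590 nm. Times: 16-min room-temperature incubation before reading.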
Diaph act CS: counter-screen for diaphorase-based assays: diaphorase activators and chemical reducers | Diaphorase/resazurin coupled assay, resorufin fluorescence, 16 min; hits give high values; 1 = vehicle wells, 0 = NADH-free wells | activation factor at 20 µM | hit rate 0.005% among 190,000 | AID 1229;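 active = diaphorase activity raised at least twofold by the compound at 20 µM; inactive = activation factor below 2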
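Measured by – red resorufin fluorescence at 544/590 nm excitation/emission · Test system – Clostridium kluyveri diaphorase, purified enzyme · Incubation – reaction time 16 min, room temperature · Buffer or medium – 50 mM HEPES pH 7.4 with 4.542 mM MgCl2, 0.005% Tween 20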
STAT1 blocker: inhibitors of IFN-gamma induced STAT1 signaling. AID 920. hit rate 0.35% among 200,000. NIH 3T3 STAT1-luciferase reporter, luminescence. inhibition, % at 5.5 µM;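 active = inhibition above a set limit, the mean inhibition across all tested compounds plus 3 SD, cut at about 34% in these data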;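 also: 0% = IFN-gamma with DMSO and 100% = IFN-gamma with 300 µM nifuroxazide; values of inactives mirror those of a sister screen read the other way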
G6PDH counter: counter-screen for G6PDH assay hits: L. mesenteroides G6PDH inhibition; Purified L. mesenteroides G6PDH, diaphorase/resazurin coupled fluorescence, 45 min; inhibition, % at 5 µM; hit rate 0.12% among 200,000; AID 1020; in the data active = inhibition above about 50%
Active calls of the source: *.

SMILES	APP 5UTR inh	TLR4 MyD88 comp	Hsp70 act	STAT3 inh	STAT1 activator	STAT3 act	Diaph inh CS	Diaph act CS	STAT1 blocker	G6PDH counter
CCOc1ccc(Br)cc1/C(C)=N\NC1=NCCN1	18	11	-0.4	41	76	66	18	0.8	27	3
COc1ccc(N(C)C(=O)Nc2ccc3nsnc3c2)cc1	-18	6	0.8	8	89	97	62*	0.4	11	22
c1csc(-c2nn[nH]n2)c1	-11	-1	-0.1	1	112	102	11	0.9	-13	0
O/C(=C\Sc1nnc(Cc2ccccc2)o1)c1ccc(F)cc1	0	-3	0.1	5	92	96	5	1	8	6
COc1cc(/C=N/OCC(=O)NC2CCS(=O)(=O)C2)ccc1OC(F)F (configuration not stated)	-13	-6	-0.5	-1	105	104	-12	1.1	-6	5
Cc1ccccc1C(=O)OCc1nnc(-c2ccc(Cl)cc2)o1	-10	9	0.4	1	103	103	17	0.8	-4	-2
CN(C)S(=O)(=O)c1ccc(C(=O)OCc2ccc([N+](=O)[O-])cc2)cc1	-8	-1	-0.1	-3	101	105	-5	1	-3	1
Cc1sc2ncnc(SCC(=O)N(C)C3CCS(=O)(=O)C3)c2c1C (configuration not stated)	-7	7	0.1	12	86	92	6	0.9	14	-4
Cc1ccc(N(C(C)C(=O)N2CCCCC2)S(C)(=O)=O)cc1C (configuration not stated)	-11	-8	-0.3	9	95	97	11	0.9	6	9
Cc1nn(-c2ccccc2)c2nc(-c3cccs3)cc(C(=O)NN)c12	-13	-10	-0.4	-9	102	109	8	0.9	-3	9
CCOC(=O)N1CCN(C(=O)C2CCCN(S(=O)(=O)c3cccnc3)C2)CC1 (configuration not stated)	-12	-5	-0.1	8	102	100	4	1	-2	-3
c1coc(C2Nc3cccc4cccc(c34)N2)c1	-24	3	0.1	-5	100	109	70*	0.3	0	21
O=C(/C=C/Nc1nccs1)C(F)(F)Cl	-30	8	-0.1	2	105	104	5	1	-7	14
O=c1nc(N2CCOCC2)nc2n1CCO2	-9	-6	-0.2	-3	98	106	3	1	2	-6
COc1cc(C=O)ccc1OS(=O)(=O)c1ccc(NC(C)=O)cc1	6	7	-0.3	0	97	100	0	1	3	3
CC(C)NC(=O)c1ccccc1NC(=O)C1CCCO1 (configuration not stated)	0	0	-0.4	10	102	98	5	0.9	-2	-2
Cc1nn2cc(-c3ccccc3)nc2[nH]c1=O	-3	11	-0.1	7	104	96	13	0.9	-5	1
O=c1nc(Nc2ccc(OCc3ccccc3)cc2)sc2ncccc12	14	3	-0.1	27	124	82	6	0.9	-28	-2
COc1cc(/C=C\C(=O)NCc2ccc3c(c2)cc(C)n3C)cc(OC)c1OC	-5	-1	-0.2	-2	103	101	9	0.9	-3	28
O=C(NCC1CCCO1)c1cnn2c1NC(c1ccccc1)CC2C(F)(F)F (configuration not stated)	2	5	-0.1	12	102	95	3	1	-2	8
O=[N+]([O-])c1ccc2nc(CCCc3nc4ccc([N+](=O)[O-])cc4[nH]3)[nH]c2c1	0	-2	-0.2	-6	104	110	8	0.9	-6	21
Cc1[nH]c(=O)[nH]c(=O)c1NS(=O)(=O)c1ccc2c(c1)CCCC2	-8	5	-0.3	8	92	95	6	0.9	8	-10
COC(=O)c1c(NC(=O)c2ccco2)sc(C(=O)Nc2ccc(F)cc2)c1C	-14	-1	-0.2	22	106	90	4	1	-7	4
COc1ccc(CN2CCN(Cc3cn(C)nc3-c3ccccc3)CC2CCO)c(C)c1C (configuration not stated)	-4	-14	-0.1	1	99	105	-1	1	-1	18
CO/C=C/C#CC1(O)CCN(C)CC1	4	5	-0.4	8	103	96	-4	1	-4	3
CC1Cn2c(nnc2-c2cccc(N)c2)S1 (configuration not stated)	1	-1	-0.3	0	86	100	18	0.8	15	16
O=C(CC1NCCNC1=O)Nc1ccc(Cl)c(Cl)c1 (configuration not stated)	-6	7	-0.4	14	104	91	13	0.9	-5	-2
CCOC(=O)c1ccccc1NC(=O)CN(c1cccc(OC)c1)S(C)(=O)=O	-3	7	0.1	2	95	104	20	0.8	7	0
CC(C)NC(=O)c1cc2nc(-c3ccco3)cc(C(F)(F)F)n2n1	1	11	0.1	12	103	88	6	0.9	-3	4
CN1C(=O)/C(=C/c2cn(CC(=O)NCc3ccco3)c3ccccc23)NC1=S	-2	-5	0.2	0	98	105	0	1	0	14
CCN(CC)S(=O)(=O)c1cc(NC(=O)C(C)Nc2ccccc2N2CCOCC2)ccc1C (configuration not stated)	-5	2	-0.4	-7	94	107	16	0.8	4	11
C/C(=N\NC(=O)c1ccc(Br)cc1)c1cccc(NC(=O)c2cccnc2)c1	-15	-5	0.2	7	110	103	8	0.9	-13	4
O=C(COC(=O)C1COc2ccccc2O1)NC(=O)NC1CCCC1 (configuration not stated)	7	-3	0.3	1	99	101	4	1	1	10
COc1cc(NC(=O)c2ccc(Br)o2)ccc1NC(=O)C(C)C	-16	-3	0.2	22	104	84	2	1	-4	3
O=C(CCCn1c(=O)[nH]c2cc(Cl)ccc2c1=O)NCC1CCCO1 (configuration not stated)	-2	-17	-0.4	5	101	100	1	1	-3	6
CCn1ncc(Br)c1C(=O)Nc1ccc(Cl)cn1	-1	-3	-0.1	26	103	80	9	0.9	-3	14
CCn1nccc1C(=O)Nc1cc(Cl)cc(Cl)c1	2	6	-0.2	7	104	97	20	0.8	-5	3
Cc1ccc(C)c(NC(=O)CCC(=O)N/N=C/c2ccc3c(c2)OCO3)c1	-8	4	0.5	11	104	95	10	0.9	-5	13
O=C(Nc1ccccc1C(=O)NCc1cccnc1)c1ccc(Cl)cc1Cl	-29	-15	-0.4	-4	92	102	13	0.9	8	-11
O=C(c1ccc2ncsc2c1)N1CCN(c2ccc(O)cc2)CC1	5	-3	-0.3	14	103	92	16	0.8	-3	11
COC(=O)c1c(NC(NC(=O)CC(C)C)C(Cl)(Cl)Cl)sc2c1CCC2 (configuration not stated)	4	17	-0.4	6	87	95	18	0.8	15	3
O=C(CSC(=S)N1CCOCC1)Nc1nc(=O)c2ccccc2s1	12	2	-0.4	7	98	97	2	1	2	13
CC1(C)CC(C(=O)Nc2nccs2)CCO1 (configuration not stated)	8	4	-0.4	12	103	91	12	0.9	-3	0
Cc1ccc(-c2noc(CCC(=O)NCC3CCCO3)n2)cc1 (configuration not stated)	-7	0	-0.3	6	101	97	7	0.9	-1	-3
O=C(CSc1nnc(-c2cccs2)n1CC1CCCO1)c1cc2ccccc2o1 (configuration not stated)	12	3	0.1	-9	95	109	3	1	5	2
CC(=O)c1sc2nc(C)cc(C)c2c1N	10	8	0.1	20	100	89	23	0.8	-3	-12
COCCN(C(=O)CC1C(=O)NCCN1Cc1ccc(-c2ccccc2)cc1)C(C)C (configuration not stated)	-1	-17	0.1	6	102	105	-2	1	-3	12
N#Cc1nc(-c2ccco2)oc1N1CCN(c2cccc(Cl)c2)CC1	-6	4	-0.1	30	100	79	23	0.8	0	-35
CCN(CCCNC(=O)CCNC(=O)Cn1cnc2ccccc2c1=O)c1cccc(C)c1	-2	3	-0.4	7	104	97	19	0.8	-4	8
Cc1ccc(CNC(=O)COc2ccc(C(=O)c3ccc(F)cc3)cc2)cc1	2	-15	-0.3	4	93	95	1	1	7	-5
Additional compounds:
SMILES	APP 5UTR inh	TLR4 MyD88 comp	Hsp70 act	STAT3 inh	STAT1 activator	STAT3 act	Diaph inh CS	Diaph act CS	STAT1 blocker	G6PDH counter
CCOC(=O)c1cccc(NC(=O)CSc2nnc(COc3ccc(Cl)cc3)o2)c1	-20	1	-0.1	1	96	100	8	0.9	4	2
CCOc1ccc(Br)cc1S(=O)(=O)NCc1ccc(S(N)(=O)=O)cc1	-7	-10	-0.3	10	92	96	-4	1	6	8
O=c1c2ccccc2nc(SCc2nc3ccccc3s2)n1CCCO	-50	-8	0.0	-35	127	137*	13	0.9	-29	-12
Nc1nnc(CC(=O)N/N=C/c2ccc(-c3ccccc3)o2)s1	-8	0	-0.4	-6	104	105	17	0.8	-4	-11
O=C(O)c1cn(-c2ccccc2)nc1C(=O)O	-9	13	0.0	4	100	99	10	0.9	0	5
COc1ccc(SCc2noc(C(=O)NC(C)C)c2C(=O)O)cc1	-9	7	-0.2	2	98	99	3	1	2	4
CCOC(=O)c1c(C)[nH]c(C)c1C(=O)COC(=O)c1ccccc1O	20	-2	-0.4	17	92	82	16	0.8	9	-18
COc1cc(OC)nc(NC(=O)COC(=O)c2cccc(Cl)c2)n1	12	-6	-0.3	-11	97	108	-2	1	4	4
CCN(CC#CCC1(O)c2ccccc2-c2ccccc21)C(C)C	-9	-10	-0.2	13	99	98	12	0.9	1	16
CC(C)N(C(=O)NC(=O)Nc1ccc(S(=O)(=O)N2CCCC2)cc1)S(C)(=O)=O	7	-4	-0.3	2	96	101	8	0.9	3	2

Reformatted: entries from further up
> CCN(CC#CCC1(O)c2ccccc2-c2ccccc21)C(C)C
- APP 5UTR inh = -9
- TLR4 MyD88 comp = -10
- Hsp70 act = -0.2
- STAT3 inh = 13
- STAT1 activator = 99
- STAT3 act = 98
- Diaph inh CS = 12
- Diaph act CS = 0.9
- STAT1 blocker = 1
- G6PDH counter = 16
> CCOC(=O)c1c(C)[nH]c(C)c1C(=O)COC(=O)c1ccccc1O
- APP 5UTR inh = 20
- TLR4 MyD88 comp = -2
- Hsp70 act = -0.4
- STAT3 inh = 17
- STAT1 activator = 92
- STAT3 act = 82
- Diaph inh CS = 16
- Diaph act CS = 0.8
- STAT1 blocker = 9
- G6PDH counter = -18
> O=C(O)c1cn(-c2ccccc2)nc1C(=O)O
- APP 5UTR inh = -9
- TLR4 MyD88 comp = 13
- Hsp70 act = 0.0
- STAT3 inh = 4
- STAT1 activator = 100
- STAT3 act = 99
- Diaph inh CS = 10
- Diaph act CS = 0.9
- STAT1 blocker = 0
- G6PDH counter = 5
> O=c1c2ccccc2nc(SCc2nc3ccccc3s2)n1CCCO
- APP 5UTR inh = -50
- TLR4 MyD88 comp = -8
- Hsp70 act = 0.0
- STAT3 inh = -35
- STAT1 activator = 127
- STAT3 act = 137*
- Diaph inh CS = 13
- Diaph act CS = 0.9
- STAT1 blocker = -29
- G6PDH counter = -12

(list continues)
SMILES	APP 5UTR inh	TLR4 MyD88 comp	Hsp70 act	STAT3 inh	STAT1 activator	STAT3 act	Diaph inh CS	Diaph act CS	STAT1 blocker	G6PDH counter
N#Cc1nn(-c2ccccc2)nc1N1CCCCC1	-18	-16	-0.1	11	97	96	12	0.9	2	11
CCC1Oc2ccc(C)cc2N(CC(=O)N(Cc2ccc(C)o2)C2CC(C)(C)NC(C)(C)C2)C1=O (configuration not stated)	-11	-8	0.5	2	89	101	4	1	12	8
Cc1cc(C)c2nc(N3CCCC(C(=O)NCCN4CCOCC4)C3)sc2c1 (configuration not stated)	-17	-9	-0.2	6	109	99	14	0.9	-10	9
CC(=O)OCC1(C)CN(c2ccccc2)N(C(=O)c2ccc(F)cc2)C1=O (configuration not stated)	-30	-9	0.5	10	98	94	7	0.9	1	13
COc1ccc(-c2nnn(CC(=O)NCc3ccccc3)n2)cc1OC	-8	-8	-0.2	6	90	96	17	0.8	11	3
